# IL1B NFkB inh = inhibitors of IL-1B driven NFkB p65 nuclear import, primary screen, imaging, HUVEC, IL-1B stimulus, high-content imaging; HUVEC IL-1B NFkB p65 nuclear translocation imaging; inhibition, % at 2 µM; hit rate 0.43% among 94,000;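 active = inhibition above about 30% together with a positive call from visual inspection of the well image, limit read from the data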;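 also: nuclear over cytoplasmic p65 intensity ratio measured by imaging; 0% = IL-1B stimulated DMSO wells and 100% = unstimulated DMSO wells; values of inactives mirror those of a sister screen read the other way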
# PLAP inhibition = PLAP enzyme inhibitors, biochemical, luminescence, HTS (AID 690). hit rate 0.08% among 96,000. one-dose inhibition, % at 20 µM; IC50 in µM for titrated hits. purified PLAP, luminescent substrate; higher % means a stronger effect; in the data active = a potency from the dose series; inactive = the rest, 99 in 100 with inhibition below about 30%; also: strong numbers were not always called active
# MRP resist rev = reversal of MRP1-mediated doxorubicin resistance, primary screen, H69AR cells, doxorubicin co-treatment. H69AR cells + 2 uM doxorubicin, CellTiter-Glo, 72 h. AID 602, 2007. differential viability (reversal), % at 10 µM. hit rate 0.04% among 85,000;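 active = viability drop by adding the cancer drug above about 55%, with treated viability meeting a 40% cutoff, limit read from the data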;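 also: viability without doxorubicin minus viability with 2 µM doxorubicin for each compound; larger differential means the compound sensitizes cells more to doxorubicin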
# Bcl-B TR3 displacers = displacers of TR3 peptide from Bcl-B, primary screen, selectivity assay for Bfl-1 inhibitor project, biochemical, fluorescence polarization | Bcl-2-like protein 10 (Homo sapiens) | FP displacement of FITC-TR3 peptide from Bcl-B; higher % means a stronger effect | one-dose displacement, % at 20 µM; IC50 in µM for titrated hits | hit rate 0.11% among 96,000 | AID 748, 2007;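 active = displacement above 50% at 20 µM plus a fluorescence interference ratio under 1.5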;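 also: plate controls were wells without compound for no effect and wells lacking Bcl-B protein for full effect; a part of the inactive calls stands beside numbers as strong as those of hits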
# IL1B NFkB pot = enhancers of NFkB p65 translocation in HUVEC – imaging, IL-1B stimulus, high-content imaging, primary screen | HUVEC IL-1B NFkB p65 nuclear translocation imaging | hit rate 0.3% among 94,000 | activation, % at 2 µM | AID 819, 2007;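 active = activation above 40%, about the mean plus 3 SD, also judged a hit on visual image review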;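 also: percent activation is computed from the nuclear over cytoplasmic p65 intensity ratio; values of inactives mirror those of a sister screen read the other way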
# MRP resist rev cytotoxicity = recorded beside MRP resist rev, whose call it bears; viability, %; H69AR cells, CellTiter-Glo, 72 h; measured here: cytotoxicity without doxorubicin
# MRP resist rev with doxorubicin = further read-out of MRP resist rev, marked with its call; viability, %; measured here: viability with 2 uM doxorubicin; hits give low values
# IL1B NFkB inh cell count 2 µM = recorded beside IL1B NFkB inh, whose call it bears; cell count; measured here: cells passing quality filter;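 raw number of nuclei counted in each imaged well without normalization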
# IL1B NFkB pot cell count 2 µM = recorded beside IL1B NFkB pot, whose call it bears; cell count; measured here: cells passing quality filter
# An asterisk follows results filed as active; . = no result given. Only part of the results is shown. The share of hits here may be higher or lower than overall.
SMILES,IL1B NFkB inh,IL1B NFkB inh cell count 2 µM,PLAP inhibition,MRP resist rev,MRP resist rev cytotoxicity,MRP resist rev with doxorubicin,Bcl-B TR3 displacers,IL1B NFkB pot,IL1B NFkB pot cell count 2 µM
Cc1ccc(S(=O)(=O)N(C)CC(=O)Nc2cccc(C)n2)cc1,0,150,4%,7,102,95,-5%,0,150
COc1ccc(S(=O)(=O)c2ccc(OC)cc2)cc1,-2,82,9%,2,97,95,2%,2,82
Cc1cc(C)c2c(CC(=O)Nc3nccs3)coc2c1,-2,117,11%,6,103,96,-4%,2,117
OC(CN1C2=NCCN2c2ccccc21)c1ccc2c(c1)OCO2 (stereo not drawn),6,146,22%,-3,79,82,13%,-6,146
CCSC1=N/C(=C\c2ccc(C(=O)O)cc2)C(=O)S1,-6,176,12%,-9,82,91,-9%,6,176
Nc1nnc(-c2ccc(Cl)cc2)s1,-11,156,17%,3,93,90,-4%,11,156
CCc1nc2ccccc2c(NC(=O)CN2CCC(C)CC2)c1C,-7,180,-3%,0,64,65,6%,7,180
CCc1nnc(N/N=C/c2ccccc2Cl)n1N,-6,165,18%,.,.,.,2%,6,165
OC1(c2ccc3ccccc3c2)CCN(Cc2ccccc2)C1 (stereo not drawn),1,172,-82%,0,82,82,-2%,-1,172
CCC(C)(C)n1nnnc1C(c1ccc(C)cc1)N(Cc1ccco1)Cc1cccs1 (stereo not drawn),5,181,12%,3,74,71,-12%,-5,181
C=C(C)c1cccc(C(C)(C)NC(=O)N2CCOCC2)c1,-19,174,-5%,0,103,103,1%,19,174
O=C(NCCN1CCCC1)c1ccc2c(c1)N(Cc1ccc(F)cc1)C(=O)c1ccccc1S2=O (stereo not drawn),.,.,-36%,1,87,86,-2%,.,.
COc1ccc2nc(NC(=O)C3CCCN(S(=O)(=O)c4cccc5nonc45)C3)sc2c1 (stereo not drawn),-3,122,.,-11,61,72,.,3,122
O=C(c1ccc2c(c1)OCCO2)C1CCN(S(=O)(=O)c2ccc(F)cc2)CC1,-6,157,-6%,12,82,70,0%,6,157
O=C(CSCc1cccc(Br)c1)N/N=C/c1ccc2c(c1)OCO2,11,166,-14%,.,.,.,-13%,-11,166
COc1cc(OC)cc(-c2nnc(Sc3ccc(C=O)cc3[N+](=O)[O-])o2)c1,-13,123,-6%,.,.,.,9%,8,152
COc1ccc(C)cc1S(=O)(=O)Nc1cccnc1,.,.,-22%,-15,99,113,-5%,.,.
O=c1cc(N2CCN(c3ccccc3)CC2)[nH]c(=O)n1C1CCCCC1,.,.,-11%,.,.,.,1%,.,.
COC(=O)c1ccc(C(=O)OC)c(NS(C)(=O)=O)c1,-9,102,10%,0,1,1,-2%,9,102
COc1cccc(/C=N/NC(=O)c2nc(-c3ccccc3)cc(-c3ccccc3)n2)c1,0,119,-6%,.,.,.,0%,0,119
Cc1ccccc1NS(=O)(=O)c1ccc(C2CNC(=O)C2)cc1 (stereo not drawn),2,61,-28%,28,116,88,-4%,-2,61
COCCCNC(CC(=O)Nc1ccc(OC)cc1OC)C(=O)O (stereo not drawn),-29,123,-15%,0,94,94,0%,29,123
Cc1ccc(NC(=O)C2CCN(S(=O)(=O)c3cccs3)CC2)cc1C,3,190,4%,2,88,86,-6%,-3,190
Cc1cccc(NC(=O)CN2C(=O)COc3ccc(Cl)cc32)c1C,6,172,4%,14,103,88,-6%,-6,172
Cn1c(SCC(=O)Nc2ccccc2)nc(O)cc1=O,-5,165,2%,-3,90,93,-4%,5,165
SMILES,IL1B NFkB inh,IL1B NFkB inh cell count 2 µM,PLAP inhibition,MRP resist rev,MRP resist rev cytotoxicity,MRP resist rev with doxorubicin,Bcl-B TR3 displacers,IL1B NFkB pot,IL1B NFkB pot cell count 2 µM
Cc1nc2scc(-c3ccco3)c2c(=O)n1/N=C/N(C)C,-8,162,-38%,-6,86,92,6%,8,162
COc1cccc(C(C(=O)NC(C)(C)C)N(C(=O)CCC(=O)Nc2cc(C)on2)C2CC2)c1OC (stereo not drawn),-35,187,-41%,8,102,94,-3%,35,187
O=S1(=O)N=C(Nc2ccc(S(=O)(=O)N3CCCCC3)cc2)c2ccccc21,.,.,19%,5,91,85,3%,.,.
CCN1CCN(C(=O)c2sc3nc(C)nc(N4CCC(C)CC4)c3c2C)CC1,.,.,-41%,.,.,.,-16%,.,.
CCCN(C(=O)c1ccco1)c1nnc(-c2ccncc2)s1,-16,119,.,-1,87,88,.,16,119
Cc1noc(/C=C/c2ccco2)c1S(=O)(=O)N1CCC(C(=O)N2c3ccccc3CC2C)CC1 (stereo not drawn),-26,129,-43%,3,92,89,-34%,26,129
COc1cccc(C2C3=C(CC(C)(C)CC3=O)Nc3cc4c(cc32)OCO4)c1 (stereo not drawn),0,127,8%,-49,32,81,-13%,0,127
COCCCN1C(=O)C(=O)/C(=C(/O)c2ccc(OC)cc2)C1c1cccc(OC)c1 (stereo not drawn),-8,90,5%,.,.,.,-4%,8,90
Cc1cc(C)c(C#N)c(SCC(=O)N2CCCCC2)n1,-8,168,-5%,16,90,74,-5%,8,168
CCOC(=O)CSc1nnc(Cc2ccc(OC)cc2)n1-c1ccccc1,-7,183,-33%,27,112,85,6%,7,183
C=CCn1c(Cc2cccs2)nnc1SCC(=O)Nc1ccc(OC)c(OC)c1,-4,165,10%,0,97,96,-3%,4,165
Cc1nnc2sc(-c3cccc(NC(=O)c4ccc(-c5cccc(Cl)c5)o4)c3)nn12,-2,146,.,.,.,.,.,2,146
Cc1ccc(C(=O)CCC(=O)Nc2cccc(C(F)(F)F)c2)cc1C,7,125,.,.,.,.,.,-7,125
COc1cccc(-c2nnc(SCC(=O)OC(C)C)n2N)c1,4,165,15%,-16,103,119,10%,-4,165
Cc1ccc(S(=O)(=O)N2CCCN(S(=O)(=O)c3ccc(C(F)(F)F)cc3)CC2)cc1,6,111,18%,-4,48,52,3%,-6,111
CCc1ccc2[nH]c(=O)c(CN(CCCN3CCOCC3)C(=O)Nc3ccccc3)cc2c1,4,103,-49%,1,65,64,8%,-4,103
CCCCn1c(/N=C/c2c[nH]c3ccccc23)nc2ccccc21,-4,193,3%,0,2,2,-11%,4,193
O=C(NCc1ccc2c(c1)OCO2)c1ccc(NC(=O)C2CCCO2)cc1 (stereo not drawn),.,.,0%,5,101,96,4%,.,.
Cc1ccc2c(c1)C1CN(C)CCC1N2CC(=O)N(C)c1ccccc1 (stereo not drawn),.,.,18%,2,105,104,-6%,.,.
CCOc1cc(-c2noc(CCC(=O)N3CCOCC3)n2)ccc1OC,-6,202,-3%,-10,91,100,-3%,6,202
COc1ccc(CNc2ncnc(N)n2)cc1,-6,166,3%,-7,89,97,0%,6,166
Cc1nn(C(C)C(=O)NCc2ccccc2Cl)c(=O)c2c1sc1ccccc12 (stereo not drawn),2,184,-37%,21,106,84,-14%,-2,184
CN(C)c1ccc(C(=S)N2CCOCC2)cc1,-14,121,4%,3,97,94,-6%,14,121
COc1ccc(-n2c(Cc3cccn3C)nnc2SCC(=O)Nc2cccc(F)c2)cc1,.,.,-65%,0,84,84,2%,.,.
CCC(C)(C)NC(=O)C(c1ccco1)N(C(=O)c1csnn1)c1cccc(F)c1 (stereo not drawn),-2,55,0%,15,96,81,-20%,2,55

# Reprinted at random: 3 entries already listed, in no set order.
SMILES,IL1B NFkB inh,IL1B NFkB inh cell count 2 µM,PLAP inhibition,MRP resist rev,MRP resist rev cytotoxicity,MRP resist rev with doxorubicin,Bcl-B TR3 displacers,IL1B NFkB pot,IL1B NFkB pot cell count 2 µM
CCN1CCN(C(=O)c2sc3nc(C)nc(N4CCC(C)CC4)c3c2C)CC1,.,.,-41%,.,.,.,-16%,.,.
COc1ccc(-n2c(Cc3cccn3C)nnc2SCC(=O)Nc2cccc(F)c2)cc1,.,.,-65%,0,84,84,2%,.,.
Cc1nnc2sc(-c3cccc(NC(=O)c4ccc(-c5cccc(Cl)c5)o4)c3)nn12,-2,146,.,.,.,.,.,2,146

# Back to the main list with the 2 entries that preceded the break.
SMILES,IL1B NFkB inh,IL1B NFkB inh cell count 2 µM,PLAP inhibition,MRP resist rev,MRP resist rev cytotoxicity,MRP resist rev with doxorubicin,Bcl-B TR3 displacers,IL1B NFkB pot,IL1B NFkB pot cell count 2 µM
COc1ccc(-n2c(Cc3cccn3C)nnc2SCC(=O)Nc2cccc(F)c2)cc1,.,.,-65%,0,84,84,2%,.,.
CCC(C)(C)NC(=O)C(c1ccco1)N(C(=O)c1csnn1)c1cccc(F)c1 (stereo not drawn),-2,55,0%,15,96,81,-20%,2,55
Brc1ccc(-c2noc(COc3ccc4c(c3)CCC4)n2)o1,.,.,35%,3,89,85,-5%,.,.
Cc1cc(C)n2nc(SCn3nnc4ccccc4c3=O)nc2n1,.,.,-35%,2,91,89,4%,.,.
O=S(=O)(c1cccs1)N1CN(Cc2ccc(Cl)cc2)c2nc3ccccc3nc21,-8,92,6%,.,.,.,-1%,8,92
CCOC(=O)c1oc2cccc(O)c2c1CN1CCOCC1,-2,97,-54%,14,98,84,2%,2,97
CN(C)CCN(C)Cc1ccc2c(c1)Cc1ccccc1-2,.,.,-7%,-4,85,89,17%,.,.
COc1ccc(C2C(C#N)=C(C)NC3=C2S(=O)(=O)c2ccccc23)cc1 (stereo not drawn),5,131,.,14,101,87,.,-5,131
COC(=O)c1sc(NC(=O)COc2ccc(C)cc2)nc1C,-3,206,17%,-11,84,95,9%,3,206
Cc1cnc(-c2nnc(N(C)C(=O)C3CCCO3)s2)cn1 (stereo not drawn),5,125,-16%,16,90,74,-9%,-5,125
Cc1ccc(CNC(=O)C2CCN(S(=O)(=O)N3CCOCC3)CC2)cc1,-5,133,-2%,7,98,91,10%,5,133
COc1cc(-c2noc(-c3cccs3)n2)cc(OC)c1OC,-2,82,.,12,90,78,.,2,82
O=C(CN1CCN(c2ncc(C(F)(F)F)cc2Cl)CC1)NCCNc1ncc(C(F)(F)F)cc1Cl,-11,58,-7%,-2,4,6,-12%,11,58
O=c1cc(-c2ccco2)nc(-c2cccs2)o1,.,.,4%,1,85,83,-1%,.,.
COC(=O)c1ccccc1NC(=O)Oc1ccc(C(C)C)cc1,-17,108,26%,.,.,.,-7%,17,108
Cc1nc(-c2ccc(C(=O)O)cc2)cs1,-8,178,-3%,1,91,90,7%,8,178
Cn1c(CC(=O)Nc2ccccc2)nnc1SCC(=O)c1ccccc1,92*,16*,-43%,6,82,76,-2%,-92,16
CCOCCCNC(=O)C(NC(=O)c1ccc(=O)[nH]c1)c1ccccc1 (stereo not drawn),0,45,14%,-2,97,99,-1%,0,45
Cc1ccc2nc(NC(=O)CSc3nc4c(c(=O)n3C)SC(C)C4)sc2c1 (stereo not drawn),8,107,-7%,-26,65,91,0%,-8,107
C/C(=N\NC(=O)c1ccccc1C)c1cccc([N+](=O)[O-])c1,-24,172,22%,.,.,.,-4%,24,172
O=C(NC(NNc1ccc([N+](=O)[O-])cc1)(C(F)(F)F)C(F)(F)F)c1ccccc1Cl,.,.,-6%,.,.,.,-10%,.,.
CCOc1ccc(NCc2nnc(SCC(=O)Nc3cc(C)on3)n2-c2ccccc2OC)cc1,-10,168,.,1,12,11,.,10,168
CC(=O)N(c1ccccc1)c1nc(C)cc(C)c1C#N,3,87,.,-5,102,107,.,-3,87
Cc1ccc(-c2c(C(=O)N3CCOCC3)oc(=O)c3ccccc23)cc1,-6,53,-54%,5,106,100,3%,6,53
Cc1ccccc1C(=O)N1CCC(C(=O)Nc2ccc(F)cc2)CC1,-17,132,-17%,13,93,80,0%,17,132
COc1cccc(N2CC(O)=C(c3nc4ccccc4c(=O)[nH]3)C2=N)c1,-16,92,-36%,-34,29,63,-7%,16,92
O=C(N/C(=C/c1cccs1)c1nc2ccccc2[nH]1)c1ccccc1,-4,159,21%,.,.,.,0%,4,159
CC(C)CC(=O)N=C1SC2CS(=O)(=O)CC2N1CCc1ccccc1 (stereo not drawn),-5,79,12%,18,102,84,3%,5,79
COc1cccc(C(=O)NCCN2CCOCC2)c1,-13,49,-6%,-3,92,95,5%,13,49
CCOC(=O)Cc1csc(NC(=O)NC2(C(F)(F)F)Oc3cc(Cl)c(Cl)cc3O2)n1,-32,163,11%,.,.,.,12%,32,163
